N370S GC mod = qHTS Assay for Inhibitors and Activators of N370S glucocerebrosidase as a Potential Chaperone Treatment of Gaucher Disease; Potency, µM (highest dose often 59.4 µM), for inactives: at the highest dose activity change, negative = inhibition, usual class: inhibitors; N370S GC spleen homogenate, 4MU-glucoside fluorescence; 0.092% of 330,000 active; Lysosomal acid glucosylceramidase (Homo sapiens), P04062;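 also: 0% = full enzyme activity and -100% = no enzyme basal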
FEN1 inhibitor = qHTS Assay for the Inhibitors of Human Flap endonuclease 1 (FEN1); Recombinant FEN1 flap cleavage, fluorescence, 15 min; P39748; 0.35% of 390,000 active; Potency, µM (doses to about 114 µM), for inactives: at the highest dose activity change, negative = inhibition, hits mostly inhibitors; also: nearly all actives have a fitted effect of over 65% in size
Target sequence (P39748 whole entry, looked up): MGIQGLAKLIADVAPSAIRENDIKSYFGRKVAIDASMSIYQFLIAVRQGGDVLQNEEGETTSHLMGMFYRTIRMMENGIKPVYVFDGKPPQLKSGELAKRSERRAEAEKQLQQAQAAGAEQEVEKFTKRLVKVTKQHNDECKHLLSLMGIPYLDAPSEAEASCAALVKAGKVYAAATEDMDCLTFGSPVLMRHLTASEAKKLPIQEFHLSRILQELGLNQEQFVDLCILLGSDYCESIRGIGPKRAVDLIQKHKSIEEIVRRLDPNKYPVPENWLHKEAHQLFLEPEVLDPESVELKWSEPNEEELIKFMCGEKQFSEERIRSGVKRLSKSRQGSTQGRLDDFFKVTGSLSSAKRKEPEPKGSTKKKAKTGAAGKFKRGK
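In this screen, 50 nM flap DNA substrate was added to 10 nM FEN1 pretreated with compound for 15 min at room temperature; cleavage was followed with reads at 0 and 15 min, and Hill fitting gave concentration–response parameters.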
TDP1 block = qHTS Assay for Inhibitors of Tyrosyl-DNA Phosphodiesterase (TDP1) | Tyrosyl-DNA phosphodiesterase 1 (Homo sapiens), Q9NUW8 | recombinant TDP1, AlphaScreen DNA substrate cleavage | Potency, µM (highest dose often 130 µM), for inactives: at the top dose activity change, negative = inhibition, most hits filed as inhibitors | 0.28% of 350,000 active | AID 485290, 2010; also: nearly all actives have a fitted effect of over 40% in size
Target sequence (Q9NUW8 whole entry, looked up): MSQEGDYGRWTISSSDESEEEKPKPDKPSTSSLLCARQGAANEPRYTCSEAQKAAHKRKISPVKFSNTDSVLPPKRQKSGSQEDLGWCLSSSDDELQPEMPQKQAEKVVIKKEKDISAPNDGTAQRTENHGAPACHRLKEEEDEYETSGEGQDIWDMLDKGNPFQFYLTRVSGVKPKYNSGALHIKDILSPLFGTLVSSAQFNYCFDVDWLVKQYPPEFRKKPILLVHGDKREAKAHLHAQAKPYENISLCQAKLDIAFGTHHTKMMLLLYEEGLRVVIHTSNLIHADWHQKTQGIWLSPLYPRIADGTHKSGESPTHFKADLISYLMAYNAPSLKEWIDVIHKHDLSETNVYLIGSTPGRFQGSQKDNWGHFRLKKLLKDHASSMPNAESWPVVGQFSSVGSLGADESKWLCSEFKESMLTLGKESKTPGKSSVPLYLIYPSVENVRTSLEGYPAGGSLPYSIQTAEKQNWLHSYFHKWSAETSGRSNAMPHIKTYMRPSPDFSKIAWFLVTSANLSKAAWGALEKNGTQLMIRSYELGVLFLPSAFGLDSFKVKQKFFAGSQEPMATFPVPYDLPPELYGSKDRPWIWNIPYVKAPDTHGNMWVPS
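Enzyme-compound mixtures sat 15 min at room temperature, followed by a 5 min reaction with 15 nM final substrate and 10 min with AlphaScreen beads. Recombinant human Tdp1 was used at 1 nM final.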
Active calls of the source: *; ? = inconclusive; / = no result given; & = joins results of further samples; [ ] = remark or other dose. Calls follow the shape of the dose curve; as a rule, active = well fitted curve in the direction sought with a large enough effect; inconclusive = small, poorly fitted or top-dose-only effect, or another doubt; inactive = no such curve, though single readings can be large; an effect the other way counts as inactive or inconclusive. Unless noted, % is scaled to controls: 0 for no effect and ±100 for the full control effect; potency is read from the fitted curve at half-maximal effect.

SMILES	N370S GC mod	FEN1 inhibitor	TDP1 block
CCOc1ccc(Nc2nnc(Cc3ccc(OC)cc3)c(=O)[nH]2)cc1	-4.8%	6.0%	5.0%
COc1ccc(CCNC(=O)CSCc2ccc([N+](=O)[O-])cc2)cc1	4.8%	4.3%	2.4%
CCOC(=O)C1=C(C)NC(C)=C(C(=O)OCC)C1C(=O)OCC(=O)NC	-5.0%	10.5%	5.3%
O=C(NCC1CCCO1)C1CCC(CNS(=O)(=O)c2ccccc2)CC1 (stereo not given)	2.6%	6.5%	-1.0%
O=C(NC1CCCCCC1)c1ccc[nH]c1=S	0.5%	4.2%	4.9%
COc1ccccc1-c1nn(Cc2ccccc2)cc1/C=C/C(=O)O	1.3%	-1.3%	5.6%
O=C(Cn1ccc2cc(S(=O)(=O)N3CCCCCC3)ccc21)NCCc1ccc(Cl)cc1	/	-2.9%	8.5%
NC(=O)c1cc([N+](=O)[O-])ccc1NCc1cccc(N)c1	-8.5%	3.1%	4.5%
O=C(CCn1nc(-c2ccc(Cl)cc2)c2ccccc2c1=O)NCCN1CCOCC1	-15.9%	-4.5%	3.8%
COC(=O)CN1C(=O)[C@H]2[C@@H](c3ccc(C)o3)N3C(=O)CN(CCO)C(=O)[C@@]3(C)[C@H]2C1=O	-0.9%	10.3%	/
Cc1ccc(O)c(-c2cc(C(=O)Nc3ccc(S(=O)(=O)Nc4nccc(C)n4)cc3)[nH]n2)c1	-17.8%	-10.2%	/
CC1(C)COCN1C(=O)c1ccc(C#N)cc1	-2.3%	13.4%	/
CN1CCN(c2cc(C(F)(F)F)nc(-c3ccccn3)n2)CC1	-2.9%	-5.5%	3.5%
O=C(CN1C(=O)c2ccccc2S1(=O)=O)NCc1ccc(F)cc1	-6.4%	2.0%	1.6%
CCOC(=O)c1oc2ccccc2c1CSc1nnnn1-c1ccccc1	22.0%	-15.3%	2.9%
CN(/N=C/c1cccs1)c1cc(=O)n(C)c(=O)[nH]1	0.3%	-2.3%	-1.1%
CCCCC(=O)Nc1cccc(NC(=O)c2cccc([N+](=O)[O-])c2)c1	-21.1%	10.0%	6.7%
CC(=O)Nc1ccc(NC(=O)c2ccc(OCc3c(C)noc3C)cc2)cc1	/	-14.5%	0.9%
O=C(Cc1ccc(Br)cc1)N1CCCC1	-2.2%	0.2%	/
CC1=CC(C)C(C(=O)O)C(C(=O)N2CCN(C)CC2)C1 (stereo not given)	8.9%	11.3%	-2.5%
C/C(=C/c1ccccc1)C(=O)N1CCN(c2ccccc2F)CC1	4.9%	-7.6%	/
C1CNCCOCCNCCN1	1.7%	3.6%	3.9%
COC(=O)c1cc(=O)cc(C(=O)OC)o1	21.6%	-0.6%	-0.2%
Cc1cccc(C)c1NC(=O)CSc1nc2[nH]c(=O)cc(O)c2s1	/	0.9%	0.4%
CCc1ccc(CN(C)C(=O)C2CCC(=O)N(CCc3ccc(OC)cc3)C2)nc1 (stereo not given)	4.4%	-5.8%	2.6%

Exported in markdown: part of the list above.
| SMILES | N370S GC mod | FEN1 inhibitor | TDP1 block |
| --- | --- | --- | --- |
| O=C(NCC1CCCO1)C1CCC(CNS(=O)(=O)c2ccccc2)CC1 (stereo not given) | 2.6% | 6.5% | -1.0% |
| O=C(NC1CCCCCC1)c1ccc[nH]c1=S | 0.5% | 4.2% | 4.9% |
| COc1ccccc1-c1nn(Cc2ccccc2)cc1/C=C/C(=O)O | 1.3% | -1.3% | 5.6% |
| O=C(Cn1ccc2cc(S(=O)(=O)N3CCCCCC3)ccc21)NCCc1ccc(Cl)cc1 | / | -2.9% | 8.5% |
| NC(=O)c1cc([N+](=O)[O-])ccc1NCc1cccc(N)c1 | -8.5% | 3.1% | 4.5% |
| O=C(CCn1nc(-c2ccc(Cl)cc2)c2ccccc2c1=O)NCCN1CCOCC1 | -15.9% | -4.5% | 3.8% |
| COC(=O)CN1C(=O)[C@H]2[C@@H](c3ccc(C)o3)N3C(=O)CN(CCO)C(=O)[C@@]3(C)[C@H]2C1=O | -0.9% | 10.3% | / |
| Cc1ccc(O)c(-c2cc(C(=O)Nc3ccc(S(=O)(=O)Nc4nccc(C)n4)cc3)[nH]n2)c1 | -17.8% | -10.2% | / |
| CC1(C)COCN1C(=O)c1ccc(C#N)cc1 | -2.3% | 13.4% | / |
| CN1CCN(c2cc(C(F)(F)F)nc(-c3ccccn3)n2)CC1 | -2.9% | -5.5% | 3.5% |
| O=C(CN1C(=O)c2ccccc2S1(=O)=O)NCc1ccc(F)cc1 | -6.4% | 2.0% | 1.6% |
| CCOC(=O)c1oc2ccccc2c1CSc1nnnn1-c1ccccc1 | 22.0% | -15.3% | 2.9% |
| CN(/N=C/c1cccs1)c1cc(=O)n(C)c(=O)[nH]1 | 0.3% | -2.3% | -1.1% |
| CCCCC(=O)Nc1cccc(NC(=O)c2cccc([N+](=O)[O-])c2)c1 | -21.1% | 10.0% | 6.7% |
| CC(=O)Nc1ccc(NC(=O)c2ccc(OCc3c(C)noc3C)cc2)cc1 | / | -14.5% | 0.9% |
| O=C(Cc1ccc(Br)cc1)N1CCCC1 | -2.2% | 0.2% | / |
| CC1=CC(C)C(C(=O)O)C(C(=O)N2CCN(C)CC2)C1 (stereo not given) | 8.9% | 11.3% | -2.5% |
| C/C(=C/c1ccccc1)C(=O)N1CCN(c2ccccc2F)CC1 | 4.9% | -7.6% | / |
| C1CNCCOCCNCCN1 | 1.7% | 3.6% | 3.9% |
| COC(=O)c1cc(=O)cc(C(=O)OC)o1 | 21.6% | -0.6% | -0.2% |
| Cc1cccc(C)c1NC(=O)CSc1nc2[nH]c(=O)cc(O)c2s1 | / | 0.9% | 0.4% |
| CCc1ccc(CN(C)C(=O)C2CCC(=O)N(CCc3ccc(OC)cc3)C2)nc1 (stereo not given) | 4.4% | -5.8% | 2.6% |

Continuation.
SMILES	N370S GC mod	FEN1 inhibitor	TDP1 block
Cc1cccc(OC(C)C(=O)OCC(=O)Nc2sccc2C(N)=O)c1 (stereo not given)	/	10.8%	-0.1%[56.1 µM]
CCCCN(C(=S)Nc1ccc(F)cc1)c1c(N)n(CCC)c(=O)[nH]c1=O	-2.8%	6.0%	-0.6%
CCOC(=O)c1c(Nc2ccccc2OCCOC)n[nH]c1C	1.0%	15.6%	3.7%
CC(C)COc1ccccc1C(=O)NC(CO)C(=O)O (stereo not given)	1.6%	42.5%[activator]	7.8%
COc1ccc(CCC(C)NC2CCCCCCC2)cc1 (stereo not given)	-2.0%	-2.5%	/
Cc1nn(-c2ccccc2)c2c1C(O)CC(C)(C)C2 (stereo not given)	6.2%	14.2%	/
Cc1noc(C)c1-c1ccc2ncnc(NCc3ccc(C(F)(F)F)o3)c2c1	-2.9%	/	7.9%
CC(C)c1nn2c(=O)cc(COC(=O)c3ccco3)nc2s1	/	0.8%	7.1%
CC(=O)NC12CC3CC(C1)CC(C(=O)N1CCN(S(=O)(=O)c4ccc(Cl)s4)CC1)(C3)C2	0.2%	-5.1%	/
Cc1ccc(/C(O)=C/c2nc3cc(C)ccc3oc2=O)cc1	6.0%	-1.7%	8.7%
CCn1nnnc1SCC(=O)Nc1nc2ccc(OC)cc2s1	9.7%	-3.6%	2.4%
Cc1cc(C)c(-c2nc3ccccc3s2)[nH]1	?	-5.0%	3.2%
CCOc1ccc(NC(=O)C2CC(=O)N3CCCN=C3S2)cc1 (stereo not given)	-0.6%	8.1%	4.3%
CCNc1nnc(-c2ccccc2OC)s1	27.5%	15.6%	0.0%
COC(=O)N/N=C(\C)c1ccc(Br)cc1	/	1.9%	2.8%
COc1cccc(CN2CCNC(=O)C2CC(=O)NC2CCOCC2)c1OC (stereo not given)	?	1.6%	4.4%
O=C(CN1CCN(c2ccccn2)CC1)Nc1ccccc1Br	-0.2%	-13.6%	/
CCOC(=O)N1CCc2c(sc3c2c(=O)n(CCc2ccccc2)c(=O)n3Cc2c(F)cccc2Cl)C1	/	17.9%	6.4%
COc1ccc(N2Cc3ccc(OC)c(OC)c3C2=O)cc1	-12.0%	12.9%	/
Cc1cccnc1NC(=S)NC(=O)c1oc2ccccc2c1C	-0.8%	3.4%	-3.2%
COC(=O)N/N=C/c1cc(Cl)cc(Cl)c1OCc1ccccc1	2.3%	-5.8%	0.0%
O=C(CSc1nc2c(sc3ccccc32)c(=O)n1CCCN1CCCC1)NCC1CCCO1 (stereo not given)	4.6%	-18.0%	-5.1%
Cc1c(Cc2ccccc2)c(=O)oc2cc(OCC(=O)N[C@@H](Cc3ccccc3)C(=O)O)ccc12	12.0%	0.3%	/
CC(C)Nc1nc(Cl)nc(N(C#N)CN2C(=O)c3ccccc3C2=O)n1	4.3%	-9.8%	5.6%
O=C(N/N=C/c1cccc([N+](=O)[O-])c1)C1CC(=O)N(c2ccc(Cl)cc2)C1 (stereo not given)	7.0%	-3.9%	3.9%

An excerpt from above, limited to TDP1 block and FEN1 inhibitor.
compound	TDP1 block	FEN1 inhibitor
COC(=O)N/N=C(\C)c1ccc(Br)cc1	2.8%	1.9%
COc1cccc(CN2CCNC(=O)C2CC(=O)NC2CCOCC2)c1OC (stereo not given)	4.4%	1.6%

Continuation.
SMILES	N370S GC mod	FEN1 inhibitor	TDP1 block
Nc1ccccc1-c1nnc(-c2ccc(-c3ccccc3)cc2)o1	?	-18.2%	5.6%
Cc1ccc(C2c3[nH]c4ccccc4c3C[C@H]3C(=O)N(c4ccccc4C(=O)NCCCN4CCOCC4)C(=O)N23)cc1 (stereo not given in full)	-23.3%	10.4%	/
O=C(OCc1c(Cl)cccc1Cl)c1cnccn1	-0.1%	1.8%	4.5%
COc1ccc(NC(=O)CCN2CCCC2)c(OC)c1	-17.2%	5.3%	2.5%
COc1ccc(C2=NCCNC(C(F)(F)F)=C2)cc1	-12.2%	6.7%	8.2%
Cc1cc2nc(C)n(CCCNC(=O)Nc3cccc4ccccc34)c2cc1C	-18.9%	-12.1%	?
CC(C)(C)NC(=O)COC(=O)CCC(=O)c1ccc(Cl)cc1	-2.6%	0.9%	3.6%
Nc1nonc1-n1nnc(C(=O)N/N=C/c2ccccc2Cl)c1CN1CCOCC1	-0.8%	-17.3%	5.8%
COc1cccc(C(C)NC(=O)Nc2cccc(C(F)(F)F)c2)c1 (stereo not given)	5.4%	-21.8%	-3.8%
Cc1ccc(S(=O)(=O)N2CCC(C(=O)N[C@H](C(=O)NCc3ccco3)C(C)C)CC2)cc1	4.4%	0.6%	-4.8%
COC(=O)NNC(=O)c1ccc(C)cc1	4.0%	8.1%	3.1%
Cc1cc(NC(=O)CSc2nnc(C(C)N(C)C)n2-c2ccc(F)cc2)no1 (stereo not given)	1.2%	1.2%	6.0%
COc1ccc(CNC(=O)CCCC(=O)Nc2cccc(Br)c2)cc1	-0.1%	1.0%	2.8%
CCN(CC(=O)Nc1c(F)cccc1F)C(=O)/C=C/c1c(C)nn(-c2ccc(F)cc2)c1C	-14.2%	-7.9%	-3.0%
Cc1ccc(-n2nc(C(=O)NC(C)C)c(=O)n(C)c2=O)cc1	/	-6.1%	6.5%
COc1cc(NC(=O)CN(C)Cc2cccc(F)c2)c(C)cc1[N+](=O)[O-]	-8.6%	6.4%	-1.2%
Cn1nnnc1Sc1ncnc2scc(-c3ccccc3Cl)c12	/	-0.8%	2.2%
Cc1nn(-c2ccc(N3CCOCC3)nn2)c(C)c1CCC(=O)Nc1ccccc1	-20.2%	-11.0%	0.1%
Cc1cc(OCC(=O)N2CCN(c3ccccc3)CC2)c2c(C)cc(=O)oc2c1	2.2%	-1.1%	1.4%
O=C(N/N=C/c1cc(O)ccc1[N+](=O)[O-])c1ccc2c(c1)OCCO2	-17.6%	5.1%	-2.4%
CCOC(=O)CNC(=O)N1CCC(CCC(=O)N(C)Cc2ccccc2)CC1	4.1%	-2.7%	1.5%
COc1ccc(-c2c(C#N)c(C)nc3c2C(=O)c2ccccc2-3)cc1	-19.7%	20.7%	8.3%
O=C(C[C@@H]1C/C=C\C[C@H](Cc2ccc(F)cc2)C(=O)OC[C@@H](Cc2c[nH]c3ccccc23)NC1=O)NCCO	/	-4.4%	-1.2%
Cn1c(Cn2c(=O)sc3ccccc32)nnc1SCC(N)=O	3.7%	-8.8%	5.2%
CCCCC[C@H](O)/C=C/[C@@H]1[C@H]2C/C(=C/CCCC(=O)O)C[C@H]2C[C@H]1O	?	/	3.7%&2.4%&6.2%
NC(=O)C(c1ccc(Cl)cc1)c1ncc(C(F)(F)F)cc1Cl (stereo not given)	-1.3%	10.8%	2.9%

Bioassay records as filed in PubChem BioAssay.
